D2 antag – antagonists of human D2 dopamine receptor. inhibition, % at 10 µM. hit rate 2% among 340,000. P14416. HEK293 TREx D2 cells, calcium flux, dopamine EC80; in the data active = inhibition above about 30%; also: 0% is about no effect
Target sequence (P14416 whole entry, looked up): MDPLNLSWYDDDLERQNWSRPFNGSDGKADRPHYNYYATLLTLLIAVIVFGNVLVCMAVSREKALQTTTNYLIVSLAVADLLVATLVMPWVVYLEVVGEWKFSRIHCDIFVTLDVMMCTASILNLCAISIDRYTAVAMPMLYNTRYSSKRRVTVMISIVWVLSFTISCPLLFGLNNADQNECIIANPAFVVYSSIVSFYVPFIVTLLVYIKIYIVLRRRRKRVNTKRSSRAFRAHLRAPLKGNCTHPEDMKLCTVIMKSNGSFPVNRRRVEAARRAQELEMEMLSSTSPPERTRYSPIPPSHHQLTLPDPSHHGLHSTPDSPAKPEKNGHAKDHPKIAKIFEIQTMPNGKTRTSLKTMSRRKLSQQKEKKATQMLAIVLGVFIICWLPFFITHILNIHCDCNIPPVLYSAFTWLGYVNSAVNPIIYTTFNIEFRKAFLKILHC
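Antagonism is scored as inhibition of an EC80 dopamine-evoked calcium signal in a force-coupled, tetracycline-inducible HEK293 T-REx D2 line, with compound present 180 s before agonist.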
IDH1 R132H inh – blocks human mutant IDH1 R132H enzyme. O75874. IDH1-R132H enzyme, NADPH consumption, diaphorase/resazurin fluorescence. Potency, µM (series often up to 76.6 µM), for inactives: at the top dose activity change, negative = inhibition, most hits filed as inhibitors. hit rate 0.093% among 390,000. AID 602179; also: potency is read from the fitted curve at half-maximal effect; % is scaled to controls: 0 for no effect and ±100 for the full control effect; nearly all actives have a fitted effect of over 65% in size
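IDH1-R132H (0.5 ug/mL dispensed) in pH 7.5 Tris buffer was preincubated 30 min with compound, then given a substrate mix of 0.016 mM NADPH and 2 mM alpha-KG for 80 min at room temperature; remaining NADPH was read by diaphorase/resazurin fluorescence.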
TrxR1 substrate – is turned over as a substrate by rat TrxR1; O89049; purified TrxR1 substrate turnover, NADPH consumption readout; Potency, µM (series often up to 114 µM), for the others: top-dose activity change, negative = substrate turnover; hit rate 0.01% among 390,000; AID 588456; also: potency is read from the fitted curve at half-maximal effect; % is scaled to controls: 0 for no effect and ±100 for the full control effect; nearly all actives have a fitted effect of over 50% in size
Target sequence (O89049 whole entry, looked up): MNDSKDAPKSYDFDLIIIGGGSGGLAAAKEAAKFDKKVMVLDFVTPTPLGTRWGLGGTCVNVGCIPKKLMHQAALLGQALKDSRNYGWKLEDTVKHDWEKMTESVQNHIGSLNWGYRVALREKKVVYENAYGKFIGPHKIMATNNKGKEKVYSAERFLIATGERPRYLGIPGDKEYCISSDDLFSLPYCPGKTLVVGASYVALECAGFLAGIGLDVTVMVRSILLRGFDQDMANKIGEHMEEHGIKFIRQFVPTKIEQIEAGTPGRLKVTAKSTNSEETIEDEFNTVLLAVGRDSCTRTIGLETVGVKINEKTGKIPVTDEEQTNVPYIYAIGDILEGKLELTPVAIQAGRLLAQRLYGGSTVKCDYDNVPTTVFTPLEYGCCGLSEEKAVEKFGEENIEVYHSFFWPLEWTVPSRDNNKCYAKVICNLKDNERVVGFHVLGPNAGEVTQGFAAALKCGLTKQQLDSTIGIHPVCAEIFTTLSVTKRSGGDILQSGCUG
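Rat TrxR1, dispensed at 90 nM, was prereduced with 400 uM NADPH (final) for 5 min at ~22 deg C, then incubated with compound 15 min before 400 uM selenite. A first-read NADPH fluorescence drop versus no-compound background flagged substrates.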
TRHR PAM – TRH receptor (human) allosteric enhancement. P34981. TRHR cells, fluo-8 calcium fluorescence, EC20 TRH enhancement. enhancement, % at 2 µM. hit rate 0.66% among 360,000; in the data active = enhancement above about 30%; also: 0% is about no effect
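TRHR-expressing cells loaded with fluo-8 calcium dye were read kinetically (ex 480/em 530) during compound addition, then stimulated with an EC20 of TRH (10 nM final). Enhancement of the Gq-mediated intracellular calcium response was scored.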
USP1-UAF1 inh – blocks the human USP1/UAF1 deubiquitinase complex. hit rate 0.23% among 390,000. recombinant USP1/UAF1, Ub-Rhodamine cleavage fluorescence. Potency, µM (titrated, usually from 57.1 µM), without a hit: at the top dose activity change, negative = inhibition, usual class: inhibitors. O94782. AID 743255; also: potency is read from the fitted curve at half-maximal effect; % is scaled to controls: 0 for no effect and ±100 for the full control effect; nearly all actives have a fitted effect of over 60% in size; inactives centre near -12
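USP1/UAF1 complex at 1 nM was preincubated with compound for 15 min at room temperature, then Ub-Rho substrate (150nM final) was added. Fluorescence (480/540 nm) was read kinetically, 6 reads every 60 seconds.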
TRHR ag – agonists of human TRH receptor | P34981 | TRHR cells, calcium flux fluo-8, FDSS agonist mode | activation, % at 2 µM | hit rate 0.18% among 360,000; in the data active = activation above about 30%; also: 0% is about no effect
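Steps: seed TRHR cells overnight; add fluo-8 no-wash Ca dye, RT 30 min–1.5 h; record 10 s baseline; pin-transfer compounds; monitor fluorescence 1 cycle/s for the agonist window. Calcium increases flag candidate agonists.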
PI4K2A block – PI4K2A (human) kinase inhibition. activity change, negative = inhibition, % at 76.9 µM. hit rate 0.13% among 420,000. purified PI4K2A, ADP-Glo luminescence, 1 h; hits give low values. Q9BTU6; in the data active = activity change below about -50%; inconclusive = mostly about -30% to -49%;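 also: -100% = wells without enzyme as full effect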
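PI4K2A activity was measured by ADP-Glo luminescence: enzyme (4 ug/mL stock) and phosphatidylinositol (1.2 mM stock) in Tris pH 7.5/MgCl2/EGTA/Triton X-100 buffer were reacted with ATP (300 microM stock) for one hour at ambient temperature.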
TrxR1 inh – blocks rat thioredoxin reductase 1. O89049. Potency, µM (highest dose often 114 µM), for inactives: at the highest dose activity change, negative = inhibition, actives largely listed as inhibitors. recombinant rTrxR1, NADPH fluorescence consumption, selenite substrate. hit rate 1% among 390,000; also: potency is read from the fitted curve at half-maximal effect; % is scaled to controls: 0 for no effect and ±100 for the full control effect; nearly all actives have a fitted effect of over 65% in size
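Rat TrxR1 (90 nM in the dispensed reagent) was pre-reduced with 400 uM NADPH for 5 min at room temperature, then incubated with compound for 15 min. After 400 uM selenite was added, NADPH fluorescence (Ex 340/Em 450 nm) was followed for 8 min.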
D2 ag – D2 dopamine receptor (human) agonism; AID 485358; hit rate 0.53% among 340,000; activation, % at 2 µM; HEK293 T-REx D2 cells, calcium flux agonist mode; P14416;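 active = activation over 3 SD above normal in the single-dose calcium agonist read, cut at about 30% in these data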; also: 0% is about no effect
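Agonism scored from kinetic calcium signal (1 read/sec, 180 s) following compound pin transfer, after a 10 s baseline. Cells: HEK293 Trex line expressing inducible D2 receptor coupled to calcium, dye-loaded after overnight culture at 30 C.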
Numbers without * were called inactive; ? = inconclusive; . = no result given; & = joins results of further samples; [ ] = dose if it differs, or a comment. Unless noted, calls follow the shape of the dose curve; as a rule, active = well fitted inhibition curve with a large enough effect; inconclusive = small, poorly fitted or top-dose-only effect; inactive = no such curve, though single readings can be large or run the other way.

SMILES	D2 antag	IDH1 R132H inh	TrxR1 substrate	TRHR PAM	USP1-UAF1 inh	TRHR ag	PI4K2A block	TrxR1 inh	D2 ag
Cc1sc2ncnc(NCC3COc4ccccc4O3)c2c1C (centres undefined)	22	8%	-8%	0	-9%	-0.4	2	7%	-0.6
O=C(O)c1ccc(Cl)c(NC(=S)NC(=O)c2cccc(COc3ccccc3)c2)c1	36*	5%	4%[57.1 µM]	1	-18%	-0.2	-2	-52%	-0.6
CCOC(=O)c1ccc(NC(=O)C(CC)CC)cc1	4	0%	4%[57.1 µM]	-6	-10%	-0.1	2	1%[57.1 µM]	0.1
CCOC(=O)CSC1=C(C#N)C(=O)NC2(CCCCC2)S1	-14	7%	3%[57.1 µM]	-3	-3%	0.3	-19	-45%	0.9
COc1cc2c(cc1NC(=O)C(C)NCc1ccccc1)oc1ccccc12 (centres undefined)	10	0%	9%[57.1 µM]	-5	-16%	-0.2	-3	17%[57.1 µM]	-0.3
O=C(C(=O)N(Cc1ccccc1)Cc1ccccc1)c1c(-c2ccccc2)[nH]c2ccccc12	.	-8%	-3%	.	?	.	-1	17%	.
Cc1occc1C(=O)N1CCN(S(=O)(=O)c2ccccc2)CC1	-24	3%	-9%	10	8%	0.3	1	-15%	0.0
Cn1c(=O)[nH]c(=O)c2c1nc(CN1CCN(c3ccc(F)cc3)CC1)n2CCCc1ccccc1	-10	-8%	7%	0	-10%	-0.8	8	13%	-0.3
O=C(NC1CC(=O)N(c2cccc(F)c2)C1)C(c1ccccc1)c1ccccc1 (centres undefined)	.	-10%	-2%[57.1 µM]	3	-11%	-0.4	-1	3%[57.1 µM]	0.3
Cn1c(O)c(N=Nc2ccccc2[N+](=O)[O-])c2ccccc21	-6	10%	-1%[57.1 µM]	-8	-4%	0.0	0	20%[2.29 µM]	0.1
Cc1cc(C(=O)COC(=O)c2ccc(O)cc2O)c(C)n1-c1ccccc1	-5	6%	2%	10	-15%	0.2	1	-5%	1.2
O=C(c1cc(COc2ccc(F)cc2Cl)on1)N1CCc2ccccc2C1	-3	0%	-9%	-10	-12%	0.8	4	-8%	0.7
CC(C)(CNC(=O)c1ccc(S(=O)(=O)Nc2ccccc2F)cc1)N1CCOCC1	6	-9%	3%	1	-9%	0.5	58	15%	0.4
CCOC(=O)Nc1ccc(S(=O)(=O)Nc2cc(C)nc(C)n2)cc1	-22	1%	-6%	4	-13%	0.0	0	-8%	1.8
O=C(O)c1c[nH]c2ccc([N+](=O)[O-])cc2c1=O	.	-1%	-12%	.	-11%	.	-1	-17%	.
CC(C)NC(=O)c1ccccc1NC(=O)Cc1ccc(Cl)cc1	-12	2%	17%	-5	-5%	-0.2	-4	44%[activator]	-0.2
Cc1cc(C)n(-c2nc3ccccc3nc2Nc2ccc(Cl)c(C(=O)OC(C)C)c2)n1	.	-5%	10%	7	-16%	0.9	1	5%	0.6
CC(=O)c1ccc(N2CCN(C(=O)C3CCN(S(=O)(=O)c4ccc(Br)s4)CC3)CC2)cc1	.	12%	1%	-10	-10%	0.4	-2	4%	1.6
Cc1c(Cl)cccc1NC(=O)CC1Oc2ccccc2NC1=O (centres undefined)	-17	-1%&-10%	-8%[57.1 µM]	11&0	?	-0.2&-0.3	-1&0	5%&0%	-0.5&-0.6
COc1ccccc1CC(=O)Nc1cccc2ccccc12	-4	4%	7%[57.1 µM]	5	-17%	-0.2	-22	11%[57.1 µM]	0.5
CCN(CC(=O)Nc1ccccc1C(F)(F)F)C(=O)/C=C/c1ccc(Cl)c([N+](=O)[O-])c1	12	-6%	1%	-8	-7%	1.0	-1	6%	-0.6
COc1cc(OC)c(-c2cc(C(=O)O)ccc2OC)c(OC)c1	.	-2%	-2%	-2	-6%	-0.4	2	-5%	.
Cc1ccc(C(=O)Oc2ccccc2N2C(=O)C3CCC(C)CC3C2=O)cc1 (centres undefined)	23	2%	-6%	1	-11%	-0.4	9	-9%	-0.2
O=C(c1ccc(Cl)c(Cl)c1)c1cc(-c2ccccn2)c(N2CCOCC2)s1	.	2%	-7%	.	?	.	-5	4%	.
Cc1ccc(OC(=O)CCN2C(=O)c3ccccc3C2=O)cc1C	-2	3%	4%[57.1 µM]	-2	-16%	-0.7	-3	9%[57.1 µM]	-0.7

Arranged by the number under USP1-UAF1 inh (low to high): three of the compounds above.
canonical_smiles,D2 antag,IDH1 R132H inh,TrxR1 substrate,TRHR PAM,USP1-UAF1 inh,PI4K2A block,TrxR1 inh
O=C(NC1CC(=O)N(c2cccc(F)c2)C1)C(c1ccccc1)c1ccccc1 (centres undefined),.,-10%,-2%[57.1 µM],3,-11%,-1,3%[57.1 µM]
CC(=O)c1ccc(N2CCN(C(=O)C3CCN(S(=O)(=O)c4ccc(Br)s4)CC3)CC2)cc1,.,12%,1%,-10,-10%,-2,4%
CC(C)(CNC(=O)c1ccc(S(=O)(=O)Nc2ccccc2F)cc1)N1CCOCC1,6,-9%,3%,1,-9%,58,15%

Following part:
SMILES	D2 antag	IDH1 R132H inh	TrxR1 substrate	TRHR PAM	USP1-UAF1 inh	TRHR ag	PI4K2A block	TrxR1 inh	D2 ag
COc1cc(/C=N/NC(=O)CCC(=O)NCc2ccccc2)cc(OC)c1OC	-8	-1%	2%	0	-15%	0.2	-2	11%	0.3
COc1ccc(NC(=O)C2(c3ccc(NC(=O)c4ccc(OC)c(OC)c4)cc3)CCCC2)cc1	19	-1%	26%	-9	-8%	0.8	1	13%	0.0
CCCCC(=O)OC1=CN(Cc2ccccc2)S(=O)(=O)c2ccccc21	.	0%	-5%	-8	-15%	3.3	1	4%	9.6
COc1ccc2[nH]c(=O)c(CN(C(=O)c3cccnc3)c3ccccc3C)cc2c1	-3	9%	22%	1	-2%	0.4	9	2%	2.2
CCOC(=O)c1c(C)oc2ccc(NS(=O)(=O)c3ccc(C(=O)O)cc3)cc12	.	-11%	-6%[57.1 µM]	-2	-17%	0.5	-8	-7%[57.1 µM]	.
CC[C@H](C)[C@@H](C(=O)NCCCCCCCCCCC(=O)N1CCNCC1)n1cc(CCCCCN)nn1	-10	-7%	10%	-3	-16%	-0.1	4	24%	0.5
O=C(Nc1ccccc1N1CCOCC1)c1ccco1	9	-1%	-4%	-3	-14%	0.1	-1	-2%	-0.3
O=C(NCCCN1CCOCC1)C(Sc1ccccc1)c1ccccc1 (centres undefined)	-23	-1%	7%[57.1 µM]	-2	1%	0.2	-3	2%[57.1 µM]	-0.1
Cc1cc(C)c(S(=O)(=O)N2CCN(C(=O)C(C)Cn3cncn3)CC2)c(C)c1 (centres undefined)	-2	1%	0%[57.1 µM]	6	-15%	-0.3	1	19%[57.1 µM]	0.9
CC(=O)c1cccc(S(=O)(=O)N2CCC(C(=O)Nc3cccc(C(=O)NC4CC4)c3)CC2)c1	8	-8%	-1%	-1	-23%	0.7	-1	12%	-0.4
CCN(CC)S(=O)(=O)c1ccc2c(c1)c(=O)c(C(=O)NCCc1ccc(OC)c(OC)c1)cn2C	.	2%&1%	-1%&2%	-47&2	-10%&-25%	0.1&-1.3	2&-2	4%&9%	-0.3
CCCN(CCC)C(=O)Cn1c(=O)n(-c2ccc(C)cc2)c(=O)c2ccc(C(=O)NCc3ccccc3Cl)cc21	.	10%	15%	-13	-22%	0.2	4	42%[activator]	0.3
CCOC(=O)c1c(C)[nH]c(C(=O)COc2ccc3c(c2)OCO3)c1C	-27	4%	4%[57.1 µM]	2	-4%	-0.2	-8	8%[57.1 µM]	0.7
CCCc1n[nH]c2c1/C(=N\O)CCC2	11	17%	0%[57.1 µM]	-4	5%	0.2	2	24%[57.1 µM]	1.5
O=C(C1CC1)N1CCc2cc(Br)cc(S(=O)(=O)N3CCN(c4cccc(Cl)c4)CC3)c21	.	-6%	-1%	-1	?	0.2	0	6%	-0.8
O=c1c2cc(N3CCOCC3)ccc2[nH]c(=S)n1Cc1ccccn1	20	9%	1%	0	-14%	0.2	3	-22%	-1.9
CCOC(=O)Nc1ccc2nc3n(c(=O)c2c1)CCCCC3	-10	9%	8%[57.1 µM]	2	-14%	0.4	-6	19%[57.1 µM]	2.8
CC(c1nccs1)N(C)c1nc2nonc2nc1N(C)C (centres undefined)	-4	-1%	-8%	-2	-6%	0.4	5	-19%	0.2
Cc1nnc(SCC(=O)N2N=C(c3ccc(Cl)cc3)CC2c2ccco2)[nH]c1=O (centres undefined)	16	0%	-11%[57.1 µM]	-2	-15%	0.7	-7	-58%	-0.1
CCN(C[C@H]1N[C@@](C)(C(=O)OC)[C@H]2C(=O)N(Cc3ccccc3)C(=O)[C@@H]12)C(=O)Nc1ccccc1	.	6%	2%	.	-29%	.	0	11%	.
Cc1ccc2nc(NC(=O)C3CCCN(S(=O)(=O)c4cccc5nonc45)C3)sc2c1 (centres undefined)	12	.	.	-2	.	0.0	.	.	0.1
CCCOC(=O)c1ccc(NC(=O)/C=C/c2cccs2)cc1	2	-1%	-14%	-3	-12%	2.6	1	-5%	-0.3
COc1ccc(/C=N/NC(=O)CCN2CCN(c3ccccc3)CC2)c(OC)c1OC	84*	7%	-3%	5	-7%	-0.9	-2	-10%	80*
CCCC(=O)Nc1ccc(-c2csc(NNC(C)=O)n2)cc1	-3	0%	4%	17	-8%	-0.2	1	-6%	-1.0
Cc1nc(S(=O)(=O)N2CCN(c3ccc(Cl)cc3)CC2)cn1C	.	-10%	-3%[57.1 µM]	4	-27%	0.3	5	12%[57.1 µM]	0.6
CCC(CC)NC(=O)Cc1ccc(F)cc1	-1	-5%	-6%	3	-20%	0.0	-1	-20%	-0.3
CCCc1nc(SCC(=O)NCc2ccco2)c2c(=O)n(C)c(=O)n(C)c2n1	1	-1%	4%[57.1 µM]	-2	-8%	0.2	-7	8%[57.1 µM]	-0.7
COc1cccc(NS(=O)(=O)NC(=O)c2c[nH]c3ccccc23)c1	17	2%	-8%	-3	-3%	-0.7	-2	12%	0.0
Cc1ccc(-c2noc(CCC(=O)NC3CCCc4ccccc43)n2)cc1 (centres undefined)	-9	1%	13%[57.1 µM]	-2	-7%	0.6	8	13%[57.1 µM]	-1.8
COc1ccc(NC(=O)NNC(=O)C(O)(c2ccccc2)c2ccccc2)cc1	7	-9%	-7%	-4	-15%	0.0	0	20%	-0.2

From PubChem BioAssay
